From PubChem
HEK293 NOD2/NF-kB = NOD2 signaling inhibitors, cell-based, luminescence, uHTS, HEK293 (AID 1566) | HEK293 NOD2/NF-kB luciferase reporter, luminescence; higher % means a stronger effect | actives 0.63% (n = 290,000) | inhibition, % at 4 µM; hits with a dose series show EC50 in µM; also: many of its hits are not listed in these tables
XIAP antagonists = small molecules displacing peptide from XIAP – biochemical, IAP family, fluorescence polarization (AID 1018); XIAP BIR domain, fluorescence polarization peptide displacement; higher % means a stronger effect; one-dose displacement, % at 20 µM; IC50 in µM for titrated hits; actives 0.007% (n = 200,000); in the data active = displacement above about 50%; also: a part of the inactive calls stands beside numbers as strong as those of hits
TNAP activation fold = stimulation of alkaline phosphatase TNAP activity – biochemical, luminescent, no phosphate acceptor, uHTS, primary screen (AID 1001) | purified TNAP, luminescent activation assay, no phosphate acceptor; higher activation fold means a stronger effect | activation fold at 20 µM, or EC50 in µM where a hit was titrated | actives 0.03% (n = 200,000); in the data active = activation fold from about 3, or a potency from the dose series; inactive = the rest, 99 in 100 with activation fold below about 1.6; also: many of its hits are not listed in these tables
human PMI inhibition = MPI enzyme activity inhibition – biochemical, fluorescence intensity, coupled assay, primary screen (AID 1209) | purified PMI enzyme, coupled fluorescence intensity; higher % means a stronger effect | inhibition, % at 20 µM; hits with a dose series show IC50 in µM | actives 0.42% (n = 190,000);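 also: plate controls were DMSO vehicle for no effect and wells lacking substrate for full effect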
LYP inhibition = inhibitors of LYP phosphatase, biochemical, fluorescence intensity, uHTS (AID 1779). recombinant LYP phosphatase, fluorescence intensity; higher % means a stronger effect. inhibition, % at 11.5 µM, or IC50 in µM where a hit was titrated. actives 0.054% (n = 290,000);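 also: plate controls were vehicle with enzyme for no effect and no enzyme for full effect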
KOR beta-arrestin-1 = kappa opioid receptor blockers – cell-based, luminescence, uHTS (AID 1778). actives 0.091% (n = 290,000). inhibition, % at 10 µM, or IC50 in µM where a hit was titrated. KOR beta-arrestin recruitment, luminescence, antagonist mode; higher % means a stronger effect; also: strong numbers were not always called active
KOR beta-arrestin-2 = KOR agonists, beta-arrestin recruitment, primary screen, cell-based, luminescence, uHTS (AID 1777) | KOR beta-arrestin recruitment, luminescence; higher % means a stronger effect | activation, % at 10 µM; hits with a dose series show EC50 in µM | actives 0.02% (n = 280,000); in the data active = activation above about 50%, passing the limit was not always enough; also: a part of the inactive calls stands beside numbers as strong as those of hits
PMI inhibition = MPI inhibition at elevated mannose 6-phosphate – biochemical, fluorescence intensity, high mannose 6-phosphate, primary screen (AID 1220). inhibition, % at 20 µM, or IC50 in µM where a hit was titrated. actives 0.66% (n = 190,000). recombinant PMI enzyme, coupled fluorescence intensity; higher % means a stronger effect
NOD1 inhibition = inhibition of NOD1-driven NF-kB reporter – cell-based, luminescence, uHTS, primary screen (AID 1578) | NOD1-driven NF-kB luciferase reporter cells, luminescence; higher % means a stronger effect | one-dose inhibition, % at 4 µM; EC50 in µM for titrated hits | actives 1% (n = 290,000); in the data active = inhibition mostly above about 36%, no sharp cut-off; inactive = mostly below about 34%;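 also: HEK-293T reporter cells stimulated with the NOD1 agonist gamma-tri-DAP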
* marks the source's active call; other numbers are inactive results; / = not tested or not shown; [ ] = dose if it differs, or a comment. Rule as the data show it, unless noted: active = inhibition above about 50%; inactive = the rest. An excerpt; rates above refer to the full screens.

No. | Structure | HEK293 NOD2/NF-kB | XIAP antagonists | TNAP activation fold | human PMI inhibition | LYP inhibition
1 | Cc1cc(Br)ccc1SCC(=O)OCC(=O)NC1CCCC1 | -1% | -5.9% | 1.1 | 3% | -2%
2 | CCC(=O)Nc1ccc(S(=O)(=O)c2ccc(NC(=O)CC)cc2)cc1 | -5% | -3.8% | 1 | 8% | 2%
3 | CCC(=NC)C1=C(O)CC(c2ccccc2)CC1=O (configuration not stated) | -3% | / | / | / | -7%
4 | COc1cc2ccccc2cc1C(=O)Nc1nnc(-c2ccncc2)o1 | 4% | / | / | / | -4%
5 | CCOC(=O)c1ccc(N2CSC3=C(C#N)C(c4ccc(OC)cc4OC)CC(=O)N3C2)cc1 (configuration not stated) | 4% | -10% | 1.1 | 12% | 2%
6 | CS(=O)(=O)N(CC(=O)Nc1cccnc1)c1ccc2c(c1)OCCO2 | -25% | -2.0% | 1.1 | -2% | -11%
7 | COc1ccccc1NC(=O)/C=C1\NC(=O)CS1 | 0% | -5.5% | 1.2 | 4% | 0%
8 | Cc1ccc(C(=O)NCC(=O)N2CCCCCC2)cc1 | -16% | / | / | / | -14%
9 | CCCCN(C(=O)c1ccc(N(C)S(=O)(=O)c2ccc(C)cc2)cc1)c1c(N)n(CCC)c(=O)[nH]c1=O | 14% | / | / | / | -9%
10 | C/C(CC(=O)Nc1cc(Cl)ccc1C)=N\NC(N)=O | -5% | / | / | / | 3%
11 | O=C(CSc1cccc[n+]1[O-])CSc1cccc[n+]1[O-] | -29% | -0.6% | 1 | -8% | 4%
12 | Cc1ccc(C(=O)Nc2cccc(C(=O)N3CCOCC3)c2)cc1Cl | 9% | / | / | / | -8%
13 | Cc1ccnc2c(N3C(=O)C4C5C=CC(C5)C4C3=O)cccc12 (configuration not stated) | -12% | -2.9% | 1.2 | 3% | -8%
14 | COc1ccc(/C(C)=N\n2cnnc2)cc1 | 14% | -2.1% | 1.1 | 4% | -6%
15 | COc1ccc(C(=O)NC(C)Cc2cnccn2)cc1OC1CCN(C(C)C)CC1 (configuration not stated) | -3% | / | / | / | -4%

No. | KOR beta-arrestin-1 | KOR beta-arrestin-2 | PMI inhibition | NOD1 inhibition
1 | -23% | 1.5% | 13% | -60%
2 | -21% | 5.0% | 4% | -9%
3 | 17% | -1.2% | / | -15%
4 | 15% | 0.9% | / | -7%
5 | -24% | 4.7% | 6% | -11%
6 | -25% | 1.6% | -8% | -12%
7 | 23% | -7.0% | 7% | -21%
8 | -1% | -1.1% | / | 4%
9 | 13% | -6.8% | / | 3%
10 | -18% | 0.6% | / | -17%
11 | 1%[20 µM] | -1.9% | 5% | -25%
12 | 30% | -1.4% | / | -21%
13 | -13% | -1.8% | 4% | -3%
14 | 21% | -0.6% | -3% | -6%
15 | 33% | -3.7% | / | -27%

Whole records from above. Order of values: HEK293 NOD2/NF-kB | XIAP antagonists | TNAP activation fold | human PMI inhibition | LYP inhibition | KOR beta-arrestin-1 | KOR beta-arrestin-2 | PMI inhibition | NOD1 inhibition
COc1cc2ccccc2cc1C(=O)Nc1nnc(-c2ccncc2)o1 is entered as 4% | / | / | / | -4% | 15% | 0.9% | / | -7%
Cc1ccc(C(=O)NCC(=O)N2CCCCCC2)cc1 is entered as -16% | / | / | / | -14% | -1% | -1.1% | / | 4%
COc1ccccc1NC(=O)/C=C1\NC(=O)CS1 is entered as 0% | -5.5% | 1.2 | 4% | 0% | 23% | -7.0% | 7% | -21%

Next part:
No. | Structure | HEK293 NOD2/NF-kB | XIAP antagonists | TNAP activation fold | human PMI inhibition | LYP inhibition
16 | Cc1cc(C)c(S(=O)(=O)Nc2ccncc2)cc1C | 10% | / | / | / | -3%
17 | COc1c(C)cc(C(=O)C2CCCN(Cc3cccc4nccnc34)C2)cc1C (configuration not stated) | 14% | -0.6% | 1 | 12% | -7%
18 | COc1ccc(-c2nc3ccccc3s2)cc1 | -217% | -3.3% | 1 | -1% | -4%
19 | O=C(COc1cccnc1[N+](=O)[O-])NCc1ccco1 | 5% | -16% | 1.1 | 0% | -2%
20 | O=C(c1cc2cc([N+](=O)[O-])ccc2s1)N1CCOCC1 | -15% | -6.9% | 1.1 | -3% | -2%
21 | COc1ccc(CNC(=O)CN2C(=O)c3ccccc3C2=O)cc1 | 10% | / | / | / | -11%
22 | CCN(CC)CC(=O)Nc1ccc(Oc2ccc(NC(=O)CN(CC)CC)cc2)cc1 | 2% | -8.2% | 1 | -13% | -8%
23 | CC1=C(C(=O)Nc2ccccc2)C2(CCCCC2)C(C#N)=C(SCC(N)=O)N1 | 11% | -14% | 1.1 | -4% | -4%
24 | O=C(/C=C/c1ccccc1)NC(NC(=S)Nc1cccc(O)c1)C(Cl)(Cl)Cl (configuration not stated) | -4% | -1.6% | 1.1 | 30% | 3%
25 | Cc1ccc(S(=O)(=O)N(C)/N=C2/C(=O)N(CC(=O)O)c3ccccc32)cc1 | -1% | / | / | / | -3%
26 | CNC(=O)c1cc(C)c(-c2ccccc2)s1 | -8% | -3.3% | 0.9 | -20% | 4%
27 | COC(=O)C1=C(C)NC(=O)C1(NS(=O)(=O)c1ccc(C)cc1)C(F)(F)F (configuration not stated) | 4% | -4.4% | 1.1 | 5% | -6%
28 | O=C(Cn1cc(C(=O)c2ccco2)c2ccccc21)NC1CCCC1 | -2% | -4.2% | 1.1 | 7% | -4%
29 | CCOC(=O)c1cc(S(=O)(=O)N2CCCC2)cn1C | 6% | / | / | / | -15%
30 | Cc1cccc(OCCC(=O)Nc2cc(S(=O)(=O)N3CCCCC3)ccc2N2CCOCC2)c1 | 14% | -9.0% | 1.1 | 21% | 9%

No. | KOR beta-arrestin-1 | KOR beta-arrestin-2 | PMI inhibition | NOD1 inhibition
16 | -34% | 6.3% | / | -26%
17 | -11% | -2.6% | 10% | -10%
18 | 3%[20 µM] | / | -3% | -35%
19 | -17%[20 µM] | 2.6% | 66%* | -14%
20 | -10% | -3.3% | 0% | -27%
21 | 4% | 18% | / | 6%
22 | -71%[20 µM] | -5.2% | -18% | 1%
23 | -16% | -6.9% | -5% | -8%
24 | 15% | -0.6% | 23% | 14%
25 | 0% | 11% | / | -12%
26 | -55% | -0.5% | -50% | -17%
27 | 4% | -4.8% | 1% | -7%
28 | 14% | -1.5% | 5% | -14%
29 | 20% | -0.2% | / | -14%
30 | 4% | -3.8% | 20% | -13%

Next records
No. | Structure | HEK293 NOD2/NF-kB | XIAP antagonists | TNAP activation fold | human PMI inhibition | LYP inhibition
31 | Cc1cc(NC(=O)CSc2nc3ccccc3c(=O)n2-c2ccccc2)no1 | 18% | -7.5% | 1.1 | 1% | -5%
32 | CC1CN(C(=O)c2ccc(OC3CCN(Cc4ccccn4)CC3)cc2)CCN1C (configuration not stated) | 6% | / | / | / | -5%
33 | CCc1ccc(CN(C)C(C)C(=O)NCc2ccccc2)cc1 (configuration not stated) | -3% | / | / | / | -7%
34 | CC(NC(N)=O)C(=O)Nc1ccc(Cl)c(S(=O)(=O)Nc2ccc(Cl)cc2)c1 (configuration not stated) | 13% | -3.9% | 1 | -11% | -9%
35 | CC1Cc2cc(/C(O)=C3/C(=O)C(=O)N(Cc4ccco4)C3c3cccs3)ccc2O1 (configuration not stated) | -4% | -3.9% | 1.1 | 4% | 1%
36 | CCOC(=O)CSc1nc2ccccc2c(=O)n1CC(C)C | 9% | 2.7% | 1.1 | 1% | 0%
37 | O=P(O)(CCc1ccccn1)CN1CCOCC1 | -8% | -1.9% | 1.1 | 3% | -3%
38 | CC1CC(=O)Nc2ccccc2N1S(=O)(=O)c1ccc(Br)cc1 (configuration not stated) | 21% | 0.3% | 1.1 | 5% | -8%
39 | Cc1c(/C=N/NC(=O)c2cccs2)c2ccccc2n1Cc1ccccc1Cl | -42% | / | / | / | -3%
40 | O=C(NCCCN1CCOCC1)c1sc2cc([N+](=O)[O-])ccc2c1Cl | 5% | -4.2% | 1.1 | 25% | 0%
41 | CC(C)CNc1nc(N)c([N+](=O)[O-])c(NC2CCCCC2)n1 | 3% | / | / | / | -2%
42 | COC(=O)c1c(F)c(F)c(NCCO)c(F)c1F | -3% | -7.8% | 1 | -9% | -4%
43 | CCN(CC)CC(=O)N1CCCC(C(=O)c2ccccc2OC)C1 (configuration not stated) | -5% | -2.4% | 1.1 | -1% | -8%
44 | CN=c1scc(C)n1/N=C/c1ccc2c(c1)OCO2 | -161% | -2.9% | 1.1 | 10% | 1%
45 | CCN(c1ccccc1)c1nc(C#N)nc(N(CC)c2ccccc2)n1 | 0% | / | / | / | 3%

No. | KOR beta-arrestin-1 | KOR beta-arrestin-2 | PMI inhibition | NOD1 inhibition
31 | -10% | -7.9% | -5% | 13%
32 | -34% | 5.2% | / | -64%
33 | 23% | -4.0% | / | -5%
34 | 13% | -8.1% | -6% | -21%
35 | 11% | 0.1% | -2% | -11%
36 | -6% | -3.7% | -2% | -34%
37 | 9% | 0.1% | 7% | -7%
38 | -9% | -2.9% | 8% | -4%
39 | 40% | -3.9% | / | 8%
40 | 21% | -6.0% | 13% | -33%
41 | -34% | -4.0% | / | 3%
42 | -13% | -6.7% | -15% | -24%
43 | -5%[20 µM] | / | -8% | -37%
44 | -3% | -5.2% | 4% | -44%
45 | 0% | -1.1% | / | 7%

Some entries already given, limited to NOD1 inhibition.
no.	mol	NOD1 inhibition
41	CC(C)CNc1nc(N)c([N+](=O)[O-])c(NC2CCCCC2)n1	3%
42	COC(=O)c1c(F)c(F)c(NCCO)c(F)c1F	-24%
43	CCN(CC)CC(=O)N1CCCC(C(=O)c2ccccc2OC)C1 (configuration not stated)	-37%
44	CN=c1scc(C)n1/N=C/c1ccc2c(c1)OCO2	-44%
45	CCN(c1ccccc1)c1nc(C#N)nc(N(CC)c2ccccc2)n1	7%

(cont.)
No. | Structure | HEK293 NOD2/NF-kB | XIAP antagonists | TNAP activation fold | human PMI inhibition | LYP inhibition
46 | O=[N+]([O-])c1ccccc1CNC1CCCCCC1 | -2% | -6.1% | 1.1 | 7% | -2%
47 | CCOc1cc(/C=N/N=C(N)N)ccc1OCc1ccc(Cl)cc1 | 12% | 0.0% | 1.1 | -9% | -6%
48 | COc1ccc(Nc2nc(NCC3CCCO3)nc(N)c2[N+](=O)[O-])cc1 (configuration not stated) | -4% | / | / | / | -6%
49 | O=C(NCCCCNC(=O)C(F)(F)F)C(F)(F)F | 8% | -15% | 1.1 | 0% | -12%
50 | CCNC(=S)Nc1cc(Cl)ccc1Oc1ccccc1 | 11% | -1.2% | 1 | 0% | 2%
51 | CCn1c(COc2ccc(OC)cc2)nnc1SCC(=O)Nc1cc(OC)ccc1OC | 8% | 0.2% | 1.1 | 11% | -1%
52 | O=c1cc(Cn2nnc(-c3ccc(Cl)cc3)n2)nc2sccn12 | 13% | -4.5% | 1 | -8% | -11%

No. | KOR beta-arrestin-1 | KOR beta-arrestin-2 | PMI inhibition | NOD1 inhibition
46 | -3% | -1.7% | 6% | -42%
47 | -6% | 70% | -22% | -24%
48 | -10% | / | / | 2%
49 | 11% | -3.2% | 7% | 7%
50 | 11% | -1.9% | 8% | -3%
51 | -6% | -1.1% | 9% | -28%
52 | -19% | -3.6% | -8% | -11%

Results in sequence from the entries so far.
Nos. 46–52 in LYP inhibition: -2%, -6%, -6%, -12%, 2%, -1%, -11%
Nos. 46–52 in human PMI inhibition: 7%, -9%, /, 0%, 0%, 11%, -8%
